Assay outcomes deposited in PubChem by National Center for Advancing Translational Sciences (NCATS).
RXFP1 agonist: activates the human relaxin receptor RXFP1 | HEK293T-RXFP1 cAMP TR-FRET, 30 min; response scale: percent of porcine relaxin response, buffer zero | Potency, µM (doses to about 57.5 µM), for inactives: at the highest dose activation, usual class: activators | 370,000 compounds, 0.3% hits | AID 2676; active = well fitted activation curve with a large enough effect; note: potency is the fitted concentration of half-maximal effect; % is set by controls: 0 for no effect and ±100 for the full control effect; nearly all actives have a fitted effect of over 60% in size; many of its hits are not listed in these tables
Target sequence (Q9HBX9 whole entry, looked up): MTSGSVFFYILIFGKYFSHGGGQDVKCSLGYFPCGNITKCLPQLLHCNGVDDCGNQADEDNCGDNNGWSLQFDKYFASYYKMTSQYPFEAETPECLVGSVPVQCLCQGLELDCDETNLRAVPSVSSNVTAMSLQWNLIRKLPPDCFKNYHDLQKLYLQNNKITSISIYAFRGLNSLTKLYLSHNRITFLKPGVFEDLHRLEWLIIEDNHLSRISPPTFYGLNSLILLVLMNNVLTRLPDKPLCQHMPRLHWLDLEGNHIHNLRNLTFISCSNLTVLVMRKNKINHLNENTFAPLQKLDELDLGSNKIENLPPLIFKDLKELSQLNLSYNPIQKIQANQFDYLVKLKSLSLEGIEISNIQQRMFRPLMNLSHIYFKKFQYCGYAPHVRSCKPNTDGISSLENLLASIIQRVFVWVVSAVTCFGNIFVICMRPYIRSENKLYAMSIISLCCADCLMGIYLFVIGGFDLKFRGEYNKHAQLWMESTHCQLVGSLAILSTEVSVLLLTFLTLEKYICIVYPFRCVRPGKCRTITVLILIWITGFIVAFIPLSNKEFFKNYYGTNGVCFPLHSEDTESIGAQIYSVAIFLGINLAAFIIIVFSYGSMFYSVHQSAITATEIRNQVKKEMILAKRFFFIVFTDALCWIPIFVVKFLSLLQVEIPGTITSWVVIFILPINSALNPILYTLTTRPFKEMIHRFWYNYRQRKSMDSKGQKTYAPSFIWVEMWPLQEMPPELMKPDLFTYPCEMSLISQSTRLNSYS
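HEK293 cells stably expressing RXFP1, treated 30 min at 37C with compounds plus PDE4 inhibitor Ro 20174; cAMP measured by HTRF TR-FRET. Normalized to buffer and 29 nM porcine relaxin; EC50 by Hill fit.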
D1 antag: antagonists of human D1 dopamine receptor. HEK293 TREx D1 cells, calcium flux, dopamine EC80; hits give low values. activity change, negative = inhibition, % at 10 µM. 360,000 compounds, 3.2% hits; in the data active = activity change below about -30%; note: % is set by controls: 0 for no effect and ±100 for the full control effect
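Inducible Hek293 Trex D1 cells (tetracycline, overnight, 30 C). Calcium dye 30–90 min RT. Antagonist mode: EC80 dopamine added after 180 s compound read.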
D2 antag: antagonizes the human D2 dopamine receptor; HEK293 TREx D2 cells, calcium flux, dopamine EC80; inhibition, % at 10 µM; 340,000 compounds, 2% hits; AID 485344; P14416; in the data active = inhibition above about 30%; note: 0% is about no effect
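In this primary screen, negative modulation is detected by tracking calcium flux after an EC80 dopamine challenge in inducible HEK293 T-REx D2 cells preexposed to test compound for 180 s.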
D2 potentiator: positive allosteric modulators of human D2 dopamine receptor; P14416; HEK293 T-REx D2, calcium flux, EC20 dopamine potentiation; potentiation, % at 10 µM; 340,000 compounds, 0.34% hits; AID 485347;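 active = potentiation over 3 SD above the plate norm, cut at about 30% in these data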; note: 0% is about no effect
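Potentiation of an EC20 dopamine calcium response measured kinetically over 180 s, after a preceding 180 s compound-only read flagging agonists. Cells: inducible Hek293 Trex D2 line, 4000/well, cultured overnight at 30 C before dye loading.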
TRHR PAM: TRH receptor (human) allosteric enhancement. P34981. TRHR cells, fluo-8 calcium fluorescence, EC20 TRH enhancement. enhancement, % at 2 µM. 360,000 compounds, 0.66% hits; in the data active = enhancement above about 30%; note: 0% is about no effect
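Enhancer read-out: after compound pinning and an initial kinetic agonist-mode read, an EC20 of TRH (10 nM final) was injected and fluo-8 calcium signal (Ex 480/Em 530) followed at 1 s/cycle for 100 cycles in TRHR-expressing cells.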
RXFP1 antagonist: antagonists of human relaxin receptor RXFP1; AID 1259400; Q9HBX9; HEK293-RXFP1, relaxin-stimulated cAMP HTRF, 30 min; hits give low values; activity change, negative = inhibition, % at 57.5 µM; 350,000 compounds, 0.59% hits;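 active = activity change of -60% or lower, but not beyond a set lower limit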; note: % is set by controls: 0 for no effect and ±100 for the full control effect
D1 agonist: agonists of human D1 dopamine receptor | activation, % at 2 µM | HEK293 T-REx D1 cells, calcium flux, agonist mode | P21728 | 360,000 compounds, 1% hits | AID 504660; in the data active = activation above about 30%; note: 0% is about no effect
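Inducible HEK293 T-REx D1 cells, force-coupled to calcium signalling, were plated at 4000 cells/well with tetracycline and held overnight at 30 C. After no-wash calcium dye loading, compound-evoked calcium rise over 180 s flagged agonists.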
D2 agonist: agonists of human D2 dopamine receptor; activation, % at 2 µM; HEK293 T-REx D2 cells, calcium flux agonist mode; P14416; 340,000 compounds, 0.53% hits;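 active = activation over 3 SD above normal in the single-dose calcium agonist read, cut at about 30% in these data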; note: 0% is about no effect
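Agonism scored from kinetic calcium signal (1 read/sec, 180 s) following compound pin transfer, after a 10 s baseline. Cells: HEK293 Trex line expressing inducible D2 receptor coupled to calcium, dye-loaded after overnight culture at 30 C.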
D1 PAM: potentiators of human D1 dopamine receptor; P21728; HEK293 TREx D1 cells, calcium flux, dopamine EC20 potentiation; potentiation, % at 10 µM; 360,000 compounds, 0.036% hits; AID 504651; in the data active = potentiation above about 30%; note: 0% is about no effect
* marks the source's active call; other numbers are inactive results; · = no result given.

SMILES | RXFP1 agonist | D1 antag | D2 antag | D2 potentiator | TRHR PAM | RXFP1 antagonist | D1 agonist | D2 agonist | D1 PAM
COc1ccccc1-c1nc(C#N)c(N2CCc3ccccc3C2)o1 | 4.7% | 6 | 10 | -12 | -2 | -10 | 3 | -0.6 | 8
O=C(Nc1cccc(Cl)c1)c1csc(-c2ccccc2)n1 | -0.4% | 3 | -13 | 8 | 5 | 5 | 13 | -0.2 | -1
O=C(/C=C/c1cccs1)NCc1ccccc1 | 3.6% | 2 | 7 | -9 | 3 | -11 | -1 | -0.1 | -1
CC(C)CCC[C@@H](C)[C@H]1CC[C@H]2[C@@H]3C(=O)C=C4C[C@@H](O)CC[C@]4(C)[C@H]3CC[C@]12C | -0.3% | -1 | -11 | 6 | -5 | · | -1 | 10 | -5
CCOC(=O)C1=C(C)N=c2s/c(=C\c3ccc(OCC(=O)O)cc3)c(=O)n2C1c1ccccc1 (configuration not stated) | 1.5% | 13 | -14 | 11 | 0 | 1 | 8 | 0.0 | 3
CCCc1nnc(NC(=O)Cn2cnc3ccccc3c2=O)s1 | 2.9% | 11 | -3 | -1 | 1 | -16 | 2 | -0.4 | 2
COC(=O)c1ccc(C2c3c(oc4cc(C)c(C)cc4c3=O)C(=O)N2CCCN(C)C)cc1 (configuration not stated) | -1.3% | -6 | -2 | 4 | 4 | · | 4 | -0.3 | 0
NC(=S)Nc1ccc(F)c(F)c1F | 0.0% | 10 | 2 | 1 | 3 | 5 | 4 | 0.6 | -1
O=C(NCC1CCCO1)c1ccc(COc2ccccc2Br)cc1 (configuration not stated) | 4.7% | -22 | 16 | -14 | -6 | -13 | 3 | -1.7 | -4
Cc1nn(C)cc1CNC(=O)C1C2CCC(O2)C1C(=O)O (configuration not stated) | -1.2% | 4 | 5 | 8 | 5 | · | 2 | 1.7 | -5
Cc1noc(C)c1C(=O)Nc1ccc(-c2nnc3n2CCCCC3)cc1 | -1.1% | 10 | -16 | 0 | 9 | 0 | 2 | -0.5 | 5
Cc1onc(-c2ccccc2)c1C(=O)Nc1nnc(COc2ccc(Cl)cc2)s1 | -0.1% | 18 | 39* | · | 7 | -16 | 1 | 1.2 | 2
COCCNC(=O)C(c1ccc(F)cc1)N(CC1CCCO1)C(=O)CCC(=O)Nc1ccccn1 (configuration not stated) | -0.4% | 4 | -3 | 12 | 3 | -3 | 1 | 0.6 | 2
COCCCNC(=O)Cc1c(C)c2c(cc(C)c3c(C)c(C)oc32)oc1=O | 1.3% | 3 | 0 | 3 | -1 | 12 | 0 | 0.5 | 12
COc1ccc(CNC(=O)c2ccc(S(=O)(=O)NCc3ccco3)cc2)cc1 | -0.1% | -2 | 17 | 1 | 9 | 7 | 6 | -0.1 | -6
O=C(COC(=O)c1ccc(F)c(S(=O)(=O)N2CCOCC2)c1)NCCc1ccccc1 | 1.1% | -4 | 8 | -4 | -13 | · | 4 | 0.2 | -3
CCOC(=O)N1CCN(C(=O)C2CCN(c3nnc(-n4cccc4)s3)CC2)CC1 | 0.6% | 0 | -4 | 12 | 3 | · | 1 | -0.4 | -1
Cn1c(SCC(=O)NCc2ccccc2)nnc1C1CC1 | 1.9% | -6 | -9 | 6 | 1 | 0 | 2 | 0.7 | -3
Cc1ccc(NC(=O)C2=C(O)CCn3c2nc2ccccc23)cc1 | 0.0% | -5 | 6 | 10 | -7 | -14 | 6 | -1.5 | -4
Cc1cccc(NC(=O)CSc2nc(=O)n(Cc3cccnc3)c3c2CCC3)c1C | 5.9% | · | · | 13 | -4 | · | -5 | 0.4 | 0
Cn1cccc1/C=N/n1c(-c2ccco2)n[nH]c1=S | 0.7% | 19 | 4 | -1 | 2 | -10 | -1 | 1.4 | -5
CCOC(=O)C1(CCc2ccccc2)CCN(C(=O)C2=C(C)OCCO2)CC1 | 0.6% | 1 | 3 | -3 | 3 | -10 | 1 | -3.0 | 1
CC1(C)CC(=O)C=C(NNC(=O)c2cccnc2)C1 | 3.7% | -8 | · | · | 1 | -17 | 18 | · | -1
O=C(CCN1C(=O)c2ccccc2C1=O)Nc1sc2c(c1C(=O)NCC1CCCO1)CCC2 (configuration not stated) | 4.2% | 5 | -12 | 13 | -9 | 17 | 1 | -0.6 | -9

Some values from above:
O=C(CCN1C(=O)c2ccccc2C1=O)Nc1sc2c(c1C(=O)NCC1CCCO1)CCC2 (configuration not stated) | D1 PAM: -9
COc1ccc(CNC(=O)c2ccc(S(=O)(=O)NCc3ccco3)cc2)cc1 | TRHR PAM: 9

Next results follow.
SMILES | RXFP1 agonist | D1 antag | D2 antag | D2 potentiator | TRHR PAM | RXFP1 antagonist | D1 agonist | D2 agonist | D1 PAM
CCOC(=O)c1c(C)[nH]c(C)c1S(=O)(=O)NCCc1cccs1 | -0.7% | -1 | 7 | -3 | -1 | -2 | 1 | -0.1 | -8
Cc1cc(NC(=O)CSc2nc(-c3cccs3)cc(C(F)(F)F)n2)no1 | 4.4% | -16 | 6 | -1 | -8 | -1 | 6 | 0.3 | -3
O=C(CN1CCN(S(=O)(=O)c2ccccc2F)CC1)NCC1(N2CCOCC2)CCCCC1 | 0.4% | -6 | -6 | -12 | 1 | 1 | -1 | 0.0 | -2
O=C(C1CCN(C2CCN(Cc3ccc4cc(F)ccc4n3)CC2)CC1)N1CCCC1 | -1.1% | 14 | -4 | 3 | -6 | 5 | 0 | 0.5 | 2
COC(=O)C(CCSC)NC(=O)CNS(=O)(=O)c1ccc(F)cc1 (configuration not stated) | -0.3% | -10 | 3 | -6 | 1 | -11 | 0 | 0.2 | -1
CCOC(=O)c1oc2ccccc2c1COC(=O)CNC(=O)c1ccc(C)cc1 | 5.3% | -18 | 4 | 7 | -5 | -5 | 3 | -0.3 | 12
N/C(=N\OC(=O)Cc1ccccc1[N+](=O)[O-])c1ccc(Br)cc1 | 2.4% | 4 | 0 | 0 | 2 | -4 | 2 | 2.5 | 2
Cc1cc(C)n(-c2nc(SCC(=O)Nc3nccs3)c3c4c(sc3n2)COC(C)(C)C4)n1 | 2.9% | 2 | 6 | 2 | 28 | -6 | 2 | 0.9 | 9
CCOc1ccccc1CNC(=O)c1cnc2sc(N(CC)CC)nn2c1=O | 0.4% | -7 | · | -10 | 8 | -21 | 1 | · | -4
COc1cc2[nH]c(=O)n(Cc3ccc(C(=O)NC4CCCC4)cc3)c(=O)c2cc1OC | 1.2% | 7 | 8 | 8 | -3 | 0 | 2 | -3.0 | -2
CCCC(=O)Nc1cccc(NC(=O)c2ccccc2Br)c1 | -0.1% | 10 | 1 | -2 | -3 | -7 | 1 | -1.1 | -1
COC(=O)Nc1ccc(S(=O)(=O)N2CCCC(C(=O)Nc3cccc4c3OCCO4)C2)cc1 (configuration not stated) | 1.0% | 0 | -5 | 3 | -3 | -16 | -2 | -1.0 | -1
Cc1cc(C(=O)NC2=NCCS2)cs1 | -0.2% | -1 | 18 | 1 | -5 | 6 | 1 | 1.0 | -9
COc1ccc(CC(=O)OCc2cc3ccccc3[nH]c2=O)cc1 | 3.2% | 8 | 4 | 6 | 2 | -4 | 8 | 0.7 | -3
CCc1ccc(-c2cc(C(=O)N/N=C/c3ccco3)[nH]n2)cc1 | 0.2% | -67* | 3 | 17 | 0 | -29 | 27 | 0.4 | 3
Cc1ccc(C(=O)CC(=O)c2ccccc2C)c(O)c1 | -0.2% | -1 | 9 | 13 | 3 | -25 | 0 | -0.6 | 4
COc1ccc(C)cc1NS(=O)(=O)c1cc(C)ccc1C | 0.8% | -4 | 2 | -5 | -2 | 3 | -1 | -0.9 | -4
COc1ccc2nc(C)cc(C(=O)O)c2c1 | 3.9% | 5 | 0 | 16 | 0 | -9 | 2 | 0.2 | -3
O=C(CN1C(=O)CSc2ccc(S(=O)(=O)N3CCOCC3)cc21)NCc1cccnc1 | 4.4% | 10 | · | · | 10 | -5 | 0 | · | 2
COc1cccc(/C=N/NC(=O)c2ccccc2N(Cc2ccccc2)S(=O)(=O)c2ccccc2)c1OC | 1.3% | -22 | 5 | 11 | -4 | 8 | 5 | 0.3 | -1
CC1=NN(c2ccccc2)C(=O)/C1=C/c1ccc[nH]1 | -0.2% | 12 | -10 | 2 | 0 | 1 | 3 | -1.4 | 8
O=C(Nc1nnc(SCC(=O)N2CCCc3ccccc32)s1)c1cccc2ccccc12 | -7.0% | 5 | 20 | 10 | -1 | 30 | 23 | 14 | 6
CCCS(=O)(=O)NCc1ccc2c(c1)cc(C)n2C | 1.4% | 12 | 3 | -17 | 2 | -11 | -1 | 0.2 | 3
CCOC(=O)c1sc(NC(=O)c2ccc3ncsc3c2)nc1C | 23% | 13 | -1 | 1 | 6 | · | 2 | -0.1 | -6
COc1ccc(Cl)cc1NC(=O)c1cnc2sc(N3CCOCC3)nn2c1=O | -2.1% | 15 | · | 11 | -6 | 0 | 2 | 0.2 | -3
Cc1cc(C)cc(NC(=O)CCS(=O)(=O)c2ccc3nc(C)sc3c2)c1 | -0.3% | -2 | · | -9 | -1 | -9 | 0 | -0.2 | -2
CCCn1c(N)c(C(=O)CSc2nc3ccccc3n2CCC#N)c(=O)n(C)c1=O | 11% | 4 | -2 | 6 | 2 | -2 | 4 | 0.3 | 0
CCn1c(C)[n+](CCOCC[n+]2c(C)n(CC)c3cc(Cl)c(Cl)cc32)c2cc(Cl)c(Cl)cc21 | 2.5% | -48* | -54 | -4 | -6 | -14 | 0 | -0.1 | -5
CCNc1nc(NCC)nc(N/N=C/c2ccc(OC)cc2)n1 | -4.9% | 16 | -19 | -22 | -2 | -5 | 1 | 0.1 | 5
CCOC(=O)c1cc2occc2n1CC(=O)NC1CCC(C)CC1 (configuration not stated) | 0.4% | 7 | 6 | -8 | -3 | -4 | 1 | -0.3 | 0
COc1ccc(S(=O)(=O)N2CCCC2CNC(=O)c2cccc(OC)c2)cc1 (configuration not stated) | 0.1% | -14 | -4 | 3 | 3 | 1 | 6 | -0.1 | 9
CC1CCN(C(=O)c2[nH]cnc2C(=O)NCc2ccccc2)CC1 | -0.6% | -10 | · | -6 | -11 | · | 0 | · | 4

Just RXFP1 agonist, for six of the compounds above:
structure	RXFP1 agonist
CCOC(=O)c1cc2occc2n1CC(=O)NC1CCC(C)CC1 (configuration not stated)	0.4%
COc1ccc(S(=O)(=O)N2CCCC2CNC(=O)c2cccc(OC)c2)cc1 (configuration not stated)	0.1%
Cc1cc(C)cc(NC(=O)CCS(=O)(=O)c2ccc3nc(C)sc3c2)c1	-0.3%
COc1ccc(Cl)cc1NC(=O)c1cnc2sc(N3CCOCC3)nn2c1=O	-2.1%
CCCn1c(N)c(C(=O)CSc2nc3ccccc3n2CCC#N)c(=O)n(C)c1=O	11%
CC1CCN(C(=O)c2[nH]cnc2C(=O)NCc2ccccc2)CC1	-0.6%

An excerpt. The share of hits here may be higher or lower than overall.
